# YAP1 CTGF inhibition = reduction of CTGF mRNA in DLD1 cells – DLD1 colon cancer cells, RT-qPCR, single point, primary screen (AID 743449). actives 0.9% (n = 9,900). DLD1 CTGF mRNA qPCR, 24 h; stronger effect = higher value. inhibition, % at 12.5 µM;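 active = mean normalized replicate activity at least 50 and at least half of replicates each reaching 50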;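 note: 0% = neutral control wells and 100% = dasatinib control wells; higher means stronger suppression of CTGF expression like dasatinib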
# Pax4 mRNA alpha TC1 = Pax4 mRNA upregulation in alpha cells – RT-PCR, mouse alpha TC1 cells, single point, primary screen (AID 1053180) | activation, % at 10 µM | mouse alpha TC1 cells, Pax4 mRNA qPCR, 6 days; stronger effect = higher value; 100% = Pax4 plasmid added at qPCR | actives 0.2% (n = 9,600);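 active = highest normalized replicate activity of 15 or more, or at least half the replicates reach 15 or more; inactive = neither condition met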;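 note: pax4 Ct normalized to GAPDH with activation seen as lower delta delta Ct; plate controls were plate neutral control wells for no effect and Pax4 plasmid positive control for full effect; each compound tested in two replicate wells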
# Starred values were filed as active, the others as inactive.
# Results follow in this order: Pax4 mRNA alpha TC1, YAP1 CTGF inhibition
C/C=C/c1ccc(C2[C@H]3CNC[C@@H]2N3CC2CC2)cc1 (stereo partly specified)
 : 0.0, -6
CCCNC(=O)N1[C@@H]2Cn3c(ccc(-c4ccccc4OC)c3=O)[C@H]1[C@@H](C(=O)OC)[C@@H]2CO
 : 0.0, -5
CN1c2ccc(Br)cc2[C@@H]2NCC[C@@H]2[C@@H]1CO
 : 0.0, 13
O=C(O)[C@@H]1[C@@H](CO)[C@@H]2Cn3c(ccc(C4=CCCCC4)c3=O)[C@H]1N2C(=O)Cc1ccccn1
 : 0.0, -33
OC[C@@H]1[C@@H]2c3ccccc3NC[C@@H]2N1Cc1cccnc1
 : 0.0, -15
COc1cccc(-c2ccc([C@H]3[C@@H](CO)N4CCCCN(C(=O)Cc5ccncc5)C[C@H]34)cc2)c1
 : 0.0, -58
O=C(Cc1ccncc1)N1CCCCN2[C@H](C1)[C@H](c1ccc(C#Cc3ccccc3F)cc1)[C@@H]2CO
 : 0.0, 104*

# Sorted by number of heavy atoms (falling): part of the list above
# Results follow in this order: Pax4 mRNA alpha TC1, YAP1 CTGF inhibition
COc1cccc(-c2ccc([C@H]3[C@@H](CO)N4CCCCN(C(=O)Cc5ccncc5)C[C@H]34)cc2)c1
 : 0.0, -58
CCCNC(=O)N1[C@@H]2Cn3c(ccc(-c4ccccc4OC)c3=O)[C@H]1[C@@H](C(=O)OC)[C@@H]2CO
 : 0.0, -5
OC[C@@H]1[C@@H]2c3ccccc3NC[C@@H]2N1Cc1cccnc1
 : 0.0, -15

# One compound at a time, from the list above.
# `COc1cccc(-c2ccc([C@H]3[C@@H](CO)N4CCCCN(C(=O)Cc5ccncc5)C[C@H]34)cc2)c1` as listed: Pax4 mRNA alpha TC1 = 0.0; YAP1 CTGF inhibition = -58
# `OC[C@@H]1[C@@H]2c3ccccc3NC[C@@H]2N1Cc1cccnc1` as listed: Pax4 mRNA alpha TC1 = 0.0; YAP1 CTGF inhibition = -15

# Not all compounds are listed. The share of hits here may be higher or lower than overall.
